ALDH1A1 inh: qHTS Assay for Inhibitors of Aldehyde Dehydrogenase 1 (ALDH1A1). 220,000 tested, 7.3% active. Potency, µM (highest dose often 75.3 µM), inactives show top-dose activity, negative = inhibition, most hits filed as inhibitors. Purified ALDH1A1, NADH fluorescence, propionaldehyde substrate; active = well fitted inhibition curve with a large enough effect, not every such curve was filed as active; inconclusive = small, poorly fitted or top-dose-only effect, or another doubt; inactive = no such curve, though single readings can be large or run the other way;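 note: plate controls were no enzyme wells and a reference inhibitor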
TRb-SRC2 inh: qHTS for Inhibitors of the Interaction of Thyroid Hormone Receptor and Steroid Receptor Coregulator 2; Thyroid hormone receptor beta (Homo sapiens), P10828; TRbeta-SRC2 peptide binding, fluorescence polarization; receptor liganded with 1 µM T3; Potency, µM (doses to about 106 µM), for the others: top-dose activity change, negative = inhibition, usual class: inhibitors; 280,000 tested, 0.065% active;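 note: plate controls were bound peptide for no effect and peptide without receptor for full effect; nearly all actives have a fitted effect of over 50% in size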
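Binding of a 20-amino-acid Texas Red SRC2 peptide (20 nM) to TRb ligand-binding domain (0.6 uM) with agonist T3 at 1 uM was followed by fluorescence polarization after a 5 hr room-temperature incubation.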
RECQ1 inh: qHTS Assay for Inhibitors of RecQ-Like Dna Helicase 1 (RECQ1). ATP-dependent DNA helicase Q1 (Homo sapiens), P46063. 240,000 tested, 0.54% active. AID 2549, 2010. RECQ1 DNA unwinding, red fluorescence kinetic read. Potency, µM (top dose mostly 57.3 µM), without a hit: at the top dose activity, negative = inhibition, hits mostly inhibitors;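 note: plate controls were vehicle for no effect and no enzyme for full effect; nearly all actives have a fitted effect of over 30% in size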
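50 nM RECQ1T1 preincubated 15 min with compound in Tris pH 8.0 buffer with MgCl2, DTT, Tween-20 and 2.5 ug/ml poly(dI-dC); started with 200 nM TAMRA/BHQ-2 forked duplex and 2 mM ATP. Unwinding read as fluorescence (525/598 nm), two reads 2 h apart.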
GoLoco inh red: qHTS Assay for Inhibitors of RGS12 GoLoco Motif Activity (Red Fluorophore). Potency, µM (series often up to 61.6 µM), inactives show at the top dose activity, negative = inhibition, usual class: inhibitors. 230,000 tested, 0.44% active. Guanine nucleotide-binding protein G(i) subunit alpha-1 (Homo sapiens), P63096. Gai1:RGS12 GoLoco peptide FP, rhodamine, 10 min. AID 880, 2007; active = well fitted inhibition curve with a large enough effect, not every such curve was filed as active; inactive = no such curve, though single readings can be large or run the other way; note: % is set by controls: 0 for no effect and ±100 for the full control effect; nearly all actives have a fitted effect of over 30% in size; many of its hits are not listed in these tables
Target sequence (P63096 whole entry, looked up): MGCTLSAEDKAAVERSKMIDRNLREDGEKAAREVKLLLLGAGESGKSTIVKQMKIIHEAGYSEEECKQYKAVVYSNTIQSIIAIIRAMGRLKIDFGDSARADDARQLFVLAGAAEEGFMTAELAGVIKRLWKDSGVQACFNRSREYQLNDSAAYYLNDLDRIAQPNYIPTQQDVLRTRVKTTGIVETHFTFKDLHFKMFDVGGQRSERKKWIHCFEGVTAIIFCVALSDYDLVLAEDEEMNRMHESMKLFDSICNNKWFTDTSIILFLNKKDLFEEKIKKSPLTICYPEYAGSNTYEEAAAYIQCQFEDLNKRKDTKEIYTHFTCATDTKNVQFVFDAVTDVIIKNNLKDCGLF
SMN2 splice enh: qHTS Assay for Enhancers of SMN2 Splice Variant Expression; HEK293 SMN2-luciferase splicing reporter, luminescence, 30-36 h; Potency, µM (doses to about 46.1 µM), without a hit: at the highest dose activity change, positive = activation, actives largely listed as activators; 210,000 tested, 2.8% active; note: % of control where 0% means no effect; nearly all actives have a fitted effect of over 55% in size
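HEK293 cells carry an SMN2 […]–luciferase reporter in which exon 7 inclusion puts luciferase in frame. Cells were plated 10-12 h before compound addition, then incubated 30-36 h at 37C. ONE-Glo luminescence was read; sodium butyrate at 4.5 mM final served as control.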
TexasRed fluor: Total Fluorescence Counterscreen for Inhibitors of the Interaction of Thyroid Hormone Receptor and Steroid Receptor Coregulator 2. 280,000 tested, 0.29% active. TRb/SRC2 Texas Red total fluorescence interference. Potency, µM (series often up to 106 µM), without a hit: top-dose fluorescence change, negative = quenching; active = well fitted curve in either direction with a large enough effect; inconclusive = small, poorly fitted or top-dose-only effect; note: % is set by controls: 0 for no effect and ±100 for the full control effect
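Flags fluorescent or light-absorbing compounds by total fluorescence, S + 2P, at 555 nm excitation and 632 nm emission. Mixture: 20 nM Texas Red SRC2 peptide, 0.6 uM human TRb LBD, 1 uM T3, 5% DMSO; compound exposure 5 h at ambient temperature.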
Lamin A splicing: qHTS Assay for Modulators of Lamin A Splicing; HeLa LMNA splicing GFP/RFP minigene ratio, 48 h; Potency, µM (series often up to 46.1 µM), for the others: at the top dose ratio change, negative = inhibition, usual class: inhibitors; 200,000 tested, 0.01% active; active = well fitted inhibition curve with a large enough effect in the signal ratio, with a control signal flat, not every such curve was filed as active; inconclusive = small, poorly fitted or top-dose-only effect, or effect the other way, or a change in a side signal; the % refers to the signal ratio; note: % is set by controls: 0 for no effect and ±100 for the full control effect
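S3 HeLa stable clones carrying a lamin A-EGFP splicing minigene plus DsRed2 were seeded at 600 cells/well in Opti-MEM with 2% FBS, pin-dosed and incubated 48 h at 37°C. Acumen cytometry (488 nm) gave the GFP/RFP total-intensity ratio.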
JMJD2E inh: qHTS Assay for Inhibitors of Human Jumonji Domain Containing 2E (JMJD2E) | AID 2147, 2009 | 230,000 tested, 1.6% active | Potency, µM (top dose mostly 57.1 µM), for the others: at the top dose activity change, negative = inhibition, hits mostly inhibitors | Lysine-specific demethylase 4E (Homo sapiens), B2RXH2 | JMJD2E catalytic domain, FDH-coupled NADH fluorescence (FDH is formaldehyde dehydrogenase); active = well fitted inhibition curve with a large enough effect, not every such curve was filed as active; inconclusive = small, poorly fitted or top-dose-only effect, or another doubt; inactive = no such curve, though single readings can be large or run the other way;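 note: 0% = wells with enzyme and -100% = buffer wells without enzyme; nearly all actives have a fitted effect of over 50% in size; many of its hits are not listed in these tables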
Target sequence (B2RXH2 1-337 limits assumed): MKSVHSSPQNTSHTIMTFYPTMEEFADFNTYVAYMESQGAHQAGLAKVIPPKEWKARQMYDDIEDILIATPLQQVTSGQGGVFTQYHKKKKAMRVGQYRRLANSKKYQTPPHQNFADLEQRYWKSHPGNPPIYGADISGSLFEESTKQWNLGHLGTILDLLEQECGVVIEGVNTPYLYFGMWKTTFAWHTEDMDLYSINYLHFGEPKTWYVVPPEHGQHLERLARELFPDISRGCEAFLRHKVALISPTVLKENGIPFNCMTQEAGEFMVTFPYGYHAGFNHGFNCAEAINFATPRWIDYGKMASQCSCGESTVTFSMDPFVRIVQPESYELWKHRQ
* = called active by the depositor; i = inactive; ? = inconclusive; · = no result given; & = joins results of further samples; [ ] = remark or other dose. Unless noted, calls come from the whole dose curve; as a rule, active = well fitted curve in the direction sought with a large enough effect; inconclusive = small, poorly fitted or top-dose-only effect, or another doubt; inactive = no such curve, though single readings can be large; an effect the other way counts as inactive or inconclusive. Potency is the fitted concentration of half-maximal effect. The list is partial; count on the stated rates, not on these rows.

SMILES | ALDH1A1 inh | TRb-SRC2 inh | RECQ1 inh | GoLoco inh red | SMN2 splice enh | TexasRed fluor | Lamin A splicing | JMJD2E inh
O=C(O)C1CCCN(S(=O)(=O)c2ccccc2)C1 (configuration not stated) | 7% | -5% | i | -4% | -6% | -6% | · | 4%
COc1ccccc1NC(=O)N1CCN(c2ccccn2)CC1 | ? | -6% | -9% | 12% | -16% | -1% | 0% | ?
CSc1nnc2c3cc(F)ccc3n(Cc3ccccc3)c2n1 | ? | -15% | i | -4% | 7% | 3% | 5% | 0%
O=C1CS/C(=C\[N+](=O)[O-])N1c1ccccc1 | 5µM* | 0% | -5% | 36%[activator] | -13% | 1% | -8% | -21%
Clc1ccc(CSc2nnc(NC3=NCCCCC3)s2)cc1 | ? | 10% | -3% | 4% | -66%[inhibitor] | 1% | ? | 2%
O=c1c2ccccc2nc(SCc2cc(F)cc3c2OCOC3)n1Cc1ccco1 | 1% | 1% | -3% | -1% | 3% | -2% | 7% | 8%
CCOC(=O)c1c(NC(=O)CNCCO)sc(C)c1C | ? | -2% | i | · | · | 1% | 6% | 0%
O=C1CN(C(=O)COC(=O)c2cccnc2Cl)c2ccccc2N1 | 6% | -1% | -4% | -3% | 5% | 1% | 20%[46 µM] | 7%
COc1cccc(-c2noc(CCC(=O)NC3CCCCC3)n2)c1 | -3% | 1% | 2% | -1% | -5% | -1% | -4% | 1%
COC(=O)CCn1nnc(-c2ccc(C(C)C)cc2)n1 | -11% | -21% | -18% | -14% | -22% | -1% | -8% | -14%
O=C(COC(=O)CCc1nc2ccccc2c(=O)[nH]1)NC(=O)NC1CCCC1 | -5% | -3%[53 µM] | -3% | -43% | 9% | 0%[53 µM] | -1% | 0%
CCCc1ccc(OCc2ccc(C(=O)NCc3cccnc3)o2)c(OC)c1 | 0% | -6% | 23% | -16% | · | -7% | · | -5%
O=C(O)/C=C/C(=O)Nc1ccc(Cl)c(C(=O)O)c1 | · | -7% | -13% | 7% | · | 2% | · | ?
COc1cc(NC(=O)c2cccs2)ccc1NC(=O)c1ccccc1Cl | -13% | 4% | -9% | -10% | -7% | -4% | -27%[46 µM] | 2%
CCOC(=O)CNC(=O)Cn1cnc2c(nnn2-c2ccc(F)cc2)c1=O | 4% | 10% | i | -2% | 4% | 0% | 5% | 4%
Cc1cccc(C)c1NC1=NC(=S)N(c2ccc(C(=O)O)cc2)C12CCCCC2 | 2% | -10% | 9% | 1% | 6% | 2% | 4%[46 µM] | -3%
Cc1nn(Cc2ccccc2)c(Cl)c1C(=O)OC(C)C#N (configuration not stated) | 22µM* | -8% | -7% | -2% | -20% | 1% | -26%[46 µM] | 10%
CCOC(=O)c1sc(C)c(C(=O)NCCCN2CCOCC2)c1N | ? | -10% | -11% | 3% | -12% | -1% | -3% | ?
Cc1ccc(/C=C2/SC(=S)N(CCCC(=O)Nc3ccc(O)cc3)C2=O)cc1 | ? | -1% | i | 0% | · | -5% | · | -12%
CCOc1ccccc1NC(=O)C(Sc1ccccc1)c1ccccc1 (configuration not stated) | -4% | 3% | -3% | 0% | -26% | 2% | ? | 7%
N#C/C(C(=O)Oc1ccccc1)=C1/Nc2ccccc2-c2ccccc21 | 104%[activator] | 1% | -5% | 4% | -24% | -1% | 8% | 16%
COc1ccc(NC(=O)N(Cc2cc3ccc(OC)cc3[nH]c2=O)CC2CCCO2)cc1 (configuration not stated) | ? | -1% | i | 13% | -5% | 0% | · | ?
CCC(=O)c1ccccc1OCCSc1nc(C)cc(=O)[nH]1 | ? | 0% | -5% | 2% | 2% | -6% | ? | -2%
Cc1cc(C)cc(OC(=O)N2CCOCC2)c1 | 3% | -5% | -11% | -8% | 23% | -5% | 1% | 4%
CN(C)/C=C(\C#N)C(=O)N/N=C/c1ccccc1 | ? | 6% | -3% | 4% | ? | -1% | -6%[9.22 µM] | -12%
O=C(Nc1ccc(N2CCN(C(=O)c3ccc(Cl)cc3)CC2)cc1)c1ccc2c(c1)OCCO2 | ? | 0% | -4% | 11% | -65%[inhibitor] | -5% | ? | ?
O=C(Nc1ccc(S(=O)(=O)Nc2ncccn2)cc1)c1ccc2ncsc2c1 | 7.1µM* | 6% | 7% | 121%[activator] | · | 1% | · | 3.2µM*
Cc1ccccc1-n1c(C)nnc1SCC(=O)N(C)C1CCS(=O)(=O)C1 (configuration not stated) | -1% | 4% | i | 6% | -1% | -2% | -5%[46 µM] | -1%
CCc1ccc(NC(=O)CC2C(=O)N(c3ccc(C)cc3)C(=O)N2CCc2ccncc2)cc1 (configuration not stated) | 3.5µM* | 6%&-2% | i | 11% | -16%&9% | -2%&-1% | 8%[9.22 µM] | -15%
O=C(CCc1ccc(O)cc1)c1c(O)cc(O)cc1O[C@@H]1O[C@H](CO)[C@@H](O)[C@H](O)[C@H]1O | 4% | 0% | i | 1% | · | -3% | · | 15%
O=C(NC(=S)NNS(=O)(=O)c1ccccc1)c1ccc([N+](=O)[O-])cc1 | ? | -7% | 0% | 0% | 5% | -2% | -3% | 4%
Cc1ccc2cc(CNC(C)(C)C)c(=O)[nH]c2c1 | ? | -2% | i | 10% | 43% | 2% | -6% | ?
CCC(=O)N1CCN(c2ccc(NC(=O)c3cccs3)cc2)CC1 | 17% | 4% | -5% | -4% | 15% | -2% | 5% | -7%
CCN1C(=O)Cc2cc(S(=O)(=O)N3CCOCC3)ccc21 | ? | -7% | 3% | 6% | 5% | -1% | -18% | -3%
COC(=O)/C=c1/s/c(=C(/C#N)C(=O)N2CCCCC2)n(-c2ccccc2)c1=O | -11% | 3% | -18% | 40%[activator] | 15% | -1% | -5% | -10%
CCC1Oc2ccc(C)cc2N(CC(=O)NCCN2CCCCCC2)C1=O (configuration not stated) | -1% | -6% | i | · | · | -6% | -3% | -2%
COc1ccc(N2CCN(c3nc4ccccc4n3CC(=O)c3ccccc3)CC2)cc1 | 1% | -12% | -10% | · | · | 0% | ? | -1%
O=C(CCN1C(=O)C2C3C=CC(C3)C2C1=O)Nc1nccs1 (configuration not stated) | -13% | -3% | -3% | 4% | 20% | 3% | -11% | 3%
Cc1ccc(S(=O)(=O)N2CCN(c3ccc([N+](=O)[O-])c(NCCN4CCOCC4)c3)CC2)cc1 | 6% | -8% | -4% | 11% | 17% | -1% | -12% | -6%
Cc1ccc(-c2nn3c(C)nnc3c3ccccc23)cc1S(=O)(=O)NCCN1CCOCC1 | 24% | -6% | -3% | 7% | 1% | -2% | 13% | ?
COc1cccc(Nc2ncnc3c2cnn3-c2cccc(C)c2)c1 | ? | -19% | -4% | -1% | -9% | -3% | 12% | ?
Clc1ccc(Oc2ncnc3oc(-c4ccccc4)cc23)cc1 | 1% | 3% | -14% | 27% | 5% | -4% | 14% | 3%
CCCCCCCC(=O)OC(CN1CCCCC1)CN1CCCC1=O (configuration not stated) | 5% | 5% | -16% | -12% | 20% | -4% | -2% | 2%
CCN(c1cccc(C)c1)S(=O)(=O)c1c(C)[nH]c(=O)[nH]c1=O | 10% | -5% | i | -4% | 32% | -1% | 5% | 10%
CN(C)CCNC(=O)NC(=O)c1ccc(Cl)cc1 | 7% | 2% | i | 4% | 0% | -4% | 13% | 9%
O=C(CCC(=O)NC1CC1)Nc1nnc(C2CCCCC2)s1 | ? | -10% | i | -12% | 4% | 1% | -1% | 7%
CC1(Cc2ccc3c(c2)OCO3)NC(=O)NC1=O (configuration not stated) | 8% | -5% | -8% | -23% | 9% | -8% | 4% | -14%
N#CCCN(C(=O)COc1ccc(F)cc1Br)c1ccccc1F | 18µM* | 1% | -3% | -5% | -10% | 1% | ? | 1%
CC(C)COc1ccc(/C=C2/Sc3ccccc3C2=O)cc1 | 15% | 4% | -7% | 64%[activator] | ? | 0% | -2% | 0%
O=C(Nc1cccnc1)c1ccc(Cl)c(S(=O)(=O)N2CCc3ccccc32)c1 | -1% | 5% | -14% | -5% | -65%[inhibitor] | 2% | · | 13%
Cc1noc(C)c1COc1ccc(C(=O)OCC(=O)Nc2ccc3ccccc3c2)cc1 | -5% | -11% | i | 21% | 8% | 4% | -8% | -4%
CCOc1ccc(OCCSc2nc3ccccc3c(=O)[nH]2)cc1 | 7% | 2% | -1% | 3% | -18% | -3% | 7% | -15%
Cn1c(=O)n(C)c2cc(NC(=O)c3cc4ccccc4o3)ccc21 | ? | -6% | -3% | -1% | · | -7% | 12% | -5%
CC(C)c1ccc(-n2cnn(-c3ncccc3[N+](=O)[O-])c2=O)cc1 | 14µM* | 4% | 14% | 19% | 7.9µM* | 3% | · | -2%
O=C(Nc1cccc(S(=O)(=O)N2CCOCC2)c1)c1cc2ccccc2o1 | · | 8% | -1% | 5% | · | -1% | · | 1%
O=C(Nc1ccccc1N1CCOCC1)c1ccccc1NS(=O)(=O)c1ccc(F)c(F)c1 | 5% | -3% | i | 5% | -39%[inhibitor] | 2% | ? | 2%

Compound activity deposited in PubChem BioAssay by National Center for Advancing Translational Sciences (NCATS).
